# L929 necroptosis = blocks zVAD induced death of L929 cells; L929 zVAD necroptosis rescue, ATP luminescence, 24 h; with zVAD 60 µM; viability rescue, % at 10 µM; 220,000 compounds, 0.38% hits; AID 1377;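 active = activation, scaled between plate controls, above about 75%, limit read from the data; inactive = activation under that limit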;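 note: 0% = zVAD with DMSO and 100% = DMSO alone without zVAD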
# 14-3-3 Bad inh = disrupts binding of bovine 14-3-3 zeta to phospho-Bad peptide; P63103; TR-FRET 14-3-3zeta/Dy647-pBad peptide displacement, 1 h; inhibition, % at 21.7 µM; 220,000 compounds, 0.71% hits;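 active = inhibition above about 70%, limit read from the data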;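 note: 0% = full 14-3-3 plus peptide FRET controls and 100% = background without 14-3-3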
# TbHK1 inh = T. brucei hexokinase 1 inhibition; AID 1430; recombinant TbHK1, G6PDH-coupled NADH A340; 220,000 compounds, 0.11% hits; inhibition, % at 10 µM;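 active = inhibition of 50% or more in the single-dose primary screen; inactive = inhibition below 50%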
# Runt-SMMHC FRET = inhibitors of human RUNX1 Runt domain binding to CBFb-SMMHC. Q01196+Q13951. inhibition, % at 20 µM. Cerulean-Runt/Venus-CBFb-SMMHC FRET ratio 530/480, 1 h. 220,000 compounds, 0.74% hits;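 active = mean inhibition across duplicate retests at 20 µM reaching about 50%, limit read from the data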;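 note: 0% = DMSO wells and 100% = wells with excess untagged CBFb-SMMHC; inhibitors lower the FRET ratio by blocking Runt binding to CBFb-SMMHC; some results filed as inactive read as strong as hits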
# Runt-CBFb FRET = Runt domain-CBFb interaction inhibition; Q01196+Q13951; Cerulean-Runt/Venus-CBFb FRET ratio 530/480, 1 h; inhibition, % at 20 µM; 220,000 compounds, 0.46% hits; AID 1496;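 active = inhibition over about 50% at 20 µM in the single-dose screen, limit read from the data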;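 note: 0% = DMSO wells and 100% = excess unlabeled CBFb competitor control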
#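 test system = Cerulean-tagged RUNX1 Runt domain (FRET donor) fusion protein | reagent = Venus-CBFb binding partner, 100 nM | incubation = protein complex preformed 1 h, compound exposure 1 h, room temperature, dark | detection = FRET fluorescence | read-out basis = loss of energy transfer signal | controls = 5 µM unlabeled CBFb as full-inhibition high control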
# Hck Nef HTS = blocks Nef-activated human Hck kinase | P08631 | Recombinant Hck-YEEI plus Nef, Z-Lyte FRET kinase assay | inhibition, % at 20 µM | 220,000 compounds, 0.68% hits | AID 463187;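 active = Hck-Nef kinase inhibition above about 50%, limit read from the data; inactive = inhibition below that limit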;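 note: 0% = DMSO with Hck plus Nef and 100% = Hck alone without Nef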
# Target sequence (P08631 whole entry, looked up): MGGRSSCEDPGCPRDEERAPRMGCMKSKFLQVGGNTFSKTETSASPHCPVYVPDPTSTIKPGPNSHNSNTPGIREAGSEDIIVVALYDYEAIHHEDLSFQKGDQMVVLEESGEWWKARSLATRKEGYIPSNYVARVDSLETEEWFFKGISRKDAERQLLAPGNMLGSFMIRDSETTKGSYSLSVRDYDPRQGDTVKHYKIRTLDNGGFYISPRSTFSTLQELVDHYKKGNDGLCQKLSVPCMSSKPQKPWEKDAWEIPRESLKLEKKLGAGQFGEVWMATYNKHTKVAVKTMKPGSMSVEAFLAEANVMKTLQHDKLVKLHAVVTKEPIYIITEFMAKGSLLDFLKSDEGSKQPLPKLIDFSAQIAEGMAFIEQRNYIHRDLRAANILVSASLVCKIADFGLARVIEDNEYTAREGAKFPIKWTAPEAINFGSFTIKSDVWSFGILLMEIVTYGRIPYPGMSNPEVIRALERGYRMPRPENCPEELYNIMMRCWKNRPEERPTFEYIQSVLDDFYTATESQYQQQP
# p47phox inh = inhibitors of human p47phox binding. P14598. p47phox/p22phox peptide binding, fluorescence polarization, 2 h. inhibition, % at 24.7 µM. 220,000 compounds, 0.53% hits. AID 1274;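 active = inhibition above about 30%, limit read from the data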;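 note: 0% = p47phox with labelled peptide and 100% = labelled peptide alone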
# Mdm2 ligase inh = blocks human Mdm2 ubiquitin ligase activity. Q00987. cell-based MDM2 ubiquitination luciferase reporter, 2 h; 0 = plate control, 100 = twice control, blank-subtracted. signal enhancement, % at 5 µM. 210,000 compounds, 0.11% hits. AID 1230;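 active = signal enhancement of 30% or more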;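 note: luminescence tracks abundance of the self-degrading MDM2-luciferase fusion protein; higher signal means inhibition of MDM2 E3 ligase activity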
# Target sequence (Q00987 whole entry, looked up, the tested form may be a part): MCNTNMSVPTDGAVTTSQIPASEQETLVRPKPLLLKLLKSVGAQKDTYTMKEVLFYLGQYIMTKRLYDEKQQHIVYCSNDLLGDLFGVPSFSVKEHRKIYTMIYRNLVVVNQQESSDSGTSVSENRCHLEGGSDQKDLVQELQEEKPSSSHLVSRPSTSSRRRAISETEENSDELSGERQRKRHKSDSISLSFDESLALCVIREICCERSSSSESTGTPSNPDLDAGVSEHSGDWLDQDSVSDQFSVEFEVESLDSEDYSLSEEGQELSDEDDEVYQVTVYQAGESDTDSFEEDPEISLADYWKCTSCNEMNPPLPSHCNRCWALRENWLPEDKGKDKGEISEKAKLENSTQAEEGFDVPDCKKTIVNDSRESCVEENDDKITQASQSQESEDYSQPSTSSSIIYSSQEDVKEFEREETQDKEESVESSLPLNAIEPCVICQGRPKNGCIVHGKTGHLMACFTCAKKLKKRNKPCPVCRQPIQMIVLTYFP
#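 Assay system: stable mammalian line carrying autodegrading MDM2–luciferase fusion reporter; amount: 2000 cells seeded into each well; buffer or medium: DMEM; benchmarks: plate control and blank wells; signal: luciferase luminescence; timing: 2 h compound exposure at 37 °C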
# EBV gp42 inh = inhibitors of Epstein-Barr virus glycoprotein 42; Fluorescence polarization binding assay, mP read-out; Q1HVG2; AID 1085; inhibition, % (tested at 21.74 µM); 220,000 compounds, 0.42% hits; in the data active = inhibition above about 50%
# Numbers without * were called inactive; x = not tested or not shown; [ ] = dose if it differs, or a comment.
SMILES,L929 necroptosis,14-3-3 Bad inh,TbHK1 inh,Runt-SMMHC FRET,Runt-CBFb FRET,Hck Nef HTS,p47phox inh,Mdm2 ligase inh,EBV gp42 inh
Cc1cccc(S(=O)(=O)c2c(N)n(Cc3ccco3)c3nc4ccccc4nc23)c1,0.9,-13,-12,x,20,23,-103,-80,4
Cc1cc(C(=O)CSc2nnc(-c3ccc(F)cc3)o2)c(C)n1CC1COc2ccccc2O1 (configuration not stated),0.7,14[fluorescence artefact?],-4,-6,3,4,10,-9,-18
COc1ccc(NC(=O)CSc2nnc(-c3ccccn3)n2N)cc1Cl,2.5,-6,-6,-1,-3,1,-18,-12,4
c1csc(-c2nnc(-c3ccc(N4CCOCC4)cc3)o2)c1,0.5,14,-34,-4,-2,3,-22,-48,-12
C=CCNC(=S)Nc1ccccc1,-0.5,-4,-3,-4,0,-2,-4,-6,-1
OCCN1CCOCCN(CCO)CCOCC1,-0.5,-12,3,1,-1,0,-4,-18,-1
O=C1c2ccccc2C(=O)N1c1cccc(-c2csc(Nc3ccc4c(c3)OCO4)n2)c1,0.2,9,-7,7,13,1,-10,-11,5
O=C(NCC1(c2ccccc2)CCCC1)c1ccccc1Br,0.3,-12,4,4,-2,1,-6,-2,-10
COc1ccc(CCn2c(=O)c3cccnc3n(Cc3ccc([N+](=O)[O-])cc3)c2=O)cc1OC,-0.3,8,8,0,-1,16,-6,-14,1
Cn1c(=O)c2c(nc(CN3CCOCC3)n2CCCO)n(C)c1=O,0.4,-5,3,20,7,0,-2,-9,-23
Cc1cc(C)n(C(=O)c2ccc([N+](=O)[O-])c(Cl)c2)n1,0.0,9,34,-1,0,2,0,2,-17
CCN(CC)C(=O)COC(=O)c1cc(-c2ccc(OC)cc2)nc2ccccc12,-0.2,6,-17,-6,-5,4,-11,-5,1
Cc1scc(C(=O)N2CCN(c3ccc(Cl)cc3)CC2)c1C,1.8,-4,-8,2,2,5,-9,-8,-7
O=C(CSc1nc2ccccc2[nH]1)N/N=C/C=C/c1ccccc1[N+](=O)[O-],1.4,-1,-12,4,-2,1,-17,-4,-5
CC(C)CC(c1nnnn1Cc1cccs1)N1CCN(c2nc3ccccc3s2)CC1 (configuration not stated),-1.3,1[fluorescence artefact?],-5,4,-4,6,-20,-3,-17
C=CCn1c(SCc2c(F)c(F)c(F)c(F)c2F)nc(O)cc1=O,0.9,0,15,-2,0,0,-24,-92,-27
CCOC(=O)c1cc(NC(=O)c2ccoc2C)cc(C(=O)OCC)c1,1.3,2,6,-2,-3,7,-20,-3,-16
CC(C)c1ccc2oc(-c3ccc(N)cc3)nc2c1,0.5,23,17,-1,-3,7,-9,2,3
CCNc1nc(SCC(=O)Nc2ccc(Cl)c(Cl)c2)nc(N(C)C)n1,4.0,-4,1,2,2,22,-1,14,-34
O=C(C1CCN(c2nnc(N3CCCC3=O)s2)CC1)N1CCN(Cc2ccc3c(c2)OCO3)CC1,3.7,4,0,0,-7,-6,-10,-5,-19
CCOC(=O)c1cc(-c2ccccc2)sc1NC(=O)C(C)OC(=O)c1cccnc1OCC (configuration not stated),1.3,3,-9,-1,-4,2,-8,1,-13
O=C1c2cccc(OCC(=O)N3CCCc4ccccc43)c2CCN1Cc1ccc(Br)cc1,1.1,10[fluorescence artefact?],-24,3,-2,2,-16,3,-24
CCOC(=O)c1ccc(Nc2cnc3ccccc3n2)cc1,3.8,11,-9,-16,-17,-6,-12,-20,9
CCOC(=O)CN1c2ccccc2NC(=O)CC1C (configuration not stated),-0.3,2,5,0,1,-1,-10,-15,-4
O=C(NC1CC1)c1cc(-c2ccccn2)nc2ccccc12,-0.1,7,-10,0,0,1,-6,-15,-11
Cc1nn2c(C(F)(F)F)cc(-c3ccc(Cl)cc3)nc2c1C(=O)N1CCOCC1,0.2,-2,-18,-2,-2,2,-3,-14,9
CCCN1CCN(CCCNC(=O)C2CCCN(c3nc4ccc(OCC)cc4s3)C2)CC1 (configuration not stated),0.7,3,0,-5,0,-1,-6,5,-5
CS(=O)(=O)N(Cc1ccccc1F)c1ccccc1,-0.4,-1,6,1,-1,9,-6,-9,-10
CCN(CC)c1ccc(C=Nc2ccc(C#N)cc2)c(O)c1,-1.2,-13,-34,2,3,-3,1,-10,10
Cc1ccccc1C(=O)NNC(=O)C(=O)N1CCCCC1,0.2,7,24,-3,-1,2,-11,-4,-8

# Grouped by structure, the entries above with a nitro group on carbon.
SMILES,L929 necroptosis,14-3-3 Bad inh,TbHK1 inh,Runt-SMMHC FRET,Runt-CBFb FRET,Hck Nef HTS,p47phox inh,Mdm2 ligase inh,EBV gp42 inh
COc1ccc(CCn2c(=O)c3cccnc3n(Cc3ccc([N+](=O)[O-])cc3)c2=O)cc1OC,-0.3,8,8,0,-1,16,-6,-14,1
Cc1cc(C)n(C(=O)c2ccc([N+](=O)[O-])c(Cl)c2)n1,0.0,9,34,-1,0,2,0,2,-17
O=C(CSc1nc2ccccc2[nH]1)N/N=C/C=C/c1ccccc1[N+](=O)[O-],1.4,-1,-12,4,-2,1,-17,-4,-5

# Next entries follow:
SMILES,L929 necroptosis,14-3-3 Bad inh,TbHK1 inh,Runt-SMMHC FRET,Runt-CBFb FRET,Hck Nef HTS,p47phox inh,Mdm2 ligase inh,EBV gp42 inh
COc1ccc(Cc2nnc(Nc3ccc4c(c3)OCCO4)[nH]c2=O)cc1,3.0,-4,7,2,1,18,-5,-15,0
O=C1OCC2=C1C(c1ccc3c(c1)OCO3)Sc1ccccc1N2 (configuration not stated),-0.3,-22[fluorescence artefact?],1,-1,1,4,-3,-7,-12
CCOC(=O)Cc1csc(NC(=S)NC(=O)c2ccc(C)cc2)n1,0.6,-2,-4,0,0,3,-18,-5,-21
CCOc1ccc(C(C)C)cc1S(=O)(=O)N1CCOCC1,0.2,-16,-3,0,-1,23,0,-13,-16
Cc1ccc2nc(N/C(=N/S(=O)(=O)c3cccs3)c3ccccc3Cl)sc2c1,5.0,-2,-19,-2,-4,8,-3,2,10
Cc1nc(NC(=O)/C=C/c2ccccc2)n[nH]1,0.2,-3,-4,2,2,6,-9,39*,-21
CC1(C)CC(=O)C2=C(C1)NC1=C(C(=O)c3ccccc31)C2c1ccc(Cl)cc1 (configuration not stated),-0.2,13[fluorescence artefact?],-4,0,-1,3,-10,-2,3
S=C(c1ccc(-c2ccc(Cl)cc2Cl)o1)N1CCCCC1,0.0,-10,-3,1,12,-2,-10,-3,-16
O=C1c2ccccc2C(=O)N1CCc1csc(NNc2nc(CCN3C(=O)c4ccccc4C3=O)cs2)n1,0.7,-25,1,4,x,69*,11,-16,-15
COC(=O)c1onc(-c2c(OC)cc(OC)cc2OC)c1C(=O)OC,-0.1,-1[fluorescence artefact?],-3,1,-2,4,-9,-7,-13
CCc1nc(C)ccc1OCC(=O)O,0.9,48,-5,0,1,1,-23,-9,-21
O=S(=O)(c1ccc2ccccc2c1)N1CCCCCC1,1.4,-10,1,x,x,21,-11,-9,-15
CC(C)Cn1cnc2c1c(=O)n(CC(=O)N(C)C)c(=O)n2Cc1ccccc1,0.6,3,-5,4,0,8,-2,-8,-2
O=C(COC(=O)c1ccc(O)cc1)Nc1ccccc1[N+](=O)[O-],0.8,-9,-3,1,0,20,-9,-3,-7
Cc1ccc(CCCOC(=O)C[N+]2(C)CCOCC2)cc1,0.1,18[fluorescence artefact?],-2,4,2,-1,-14,-16,-34
O=C1CN(S(=O)(=O)c2ccccc2)c2ccccc2N1,0.6,2,-6,x,x,12,-4,-14,-10
CCC(=O)N1c2ccccc2C(N(C(C)=O)c2ccccc2)CC1C (configuration not stated),0.7,4,-1,-2,-1,8,-12,-7,-28
CCOC(=O)CSc1nnc(CNC(=O)c2ccco2)n1C,-0.1,-3,1,-2,-1,0,-2,-15,1
CN1CCN(c2ccc(NC(=O)c3ccc(-c4cccc([N+](=O)[O-])c4)o3)cc2)CC1,9.2,2,-21,3,2,9,6,-4,3
Cc1ccc(-n2cccc2/C=C2/NC(=O)N(CC(=O)Nc3cccc(C)c3)C2=O)cc1,0.5,11,-4,7,8,11,-14,5,-52
COCCCN1C(=O)CS/C1=N\S(=O)(=O)c1ccccc1,0.9,-5,-6,-3,-1,13,-6,-9,-7
O=C1CC(N2CCN(S(=O)(=O)c3cccc(C(F)(F)F)c3)CC2)C(=O)N1Cc1ccccc1 (configuration not stated),-0.4,4,3,-1,-6,0,-14,-27,8
COc1ccc(C2CC(=O)Nc3ccccc3S2(=O)=O)cc1OC (configuration not stated),0.3,-1,-1,-6,2,2,-8,-6,-12
CCOc1ccc(OCc2cccc(C(=O)N/N=C/c3cccnc3)c2)cc1,0.5,-8[fluorescence artefact?],30,0,-4,1,-11,10,-5
CCN1CCCC1CNS(=O)(=O)c1ccc(C(=O)Nc2ccccc2)cc1 (configuration not stated),-0.2,6[fluorescence artefact?],0,-3,0,10,-4,-8,-5
CCOCCCn1cnc2c(c1=O)c1nc3ccccc3nc1n2-c1ccc(C)cc1,-0.4,-8,-31,1,-1,0,-14,-13,-1
COCCNC(=O)c1c[nH]c2ccc(S(=O)(=O)N3CCc4ccccc43)cc2c1=O,21,0,-18,4,-3,5,-3,-14,-2
COc1ccccc1/C=C1\S/C(=N/NC(=O)c2cccc(Br)c2)NC1=O,-0.2,-1[fluorescence artefact?],-9,-65,-28,-1,-31,-13,5
Cc1cc(C)c(C#N)c(SCC(=O)N(C)C2CCCCC2)n1,0.4,-12,1,4,11,3,-16,-10,0
Cc1csc(SCCn2c(N3CCOCC3)nc3c2c(=O)[nH]c(=O)n3C)n1,0.7,-1,-11,3,2,0,1,-5,-3
COc1ccc(NC(=S)c2ccncc2)cc1,-1.3,-3[fluorescence artefact?],6,-3,-1,1,-20,-2,6
COc1cccc(C2=NOC(C(=O)N3CCc4ccccc4C3)C2)c1 (configuration not stated),-0.2,0[fluorescence artefact?],4,-2,x,23,-1,-20,4
COc1ccccc1C1C(C#N)=C(N)Oc2c1oc(CO)cc2=O (configuration not stated),-0.5,-13,-2,-3,-1,19,3,-2,-6
C/C=C\C=C/C(=O)Nc1cccc(C2=NOC3(C2)C[C@@H](C(N)=O)N(C(=O)c2ccccc2)C3)c1 (some centres not stated),0.2,1,-14,2,6,6,-3,-3,-3
CCN(CC(=O)NCc1ccc(F)cc1)C(=O)/C=C/c1cccs1,1.4,3,-12,2,0,14,4,-33,3
COC(=O)C1=C(C)N(CCCC(=O)O)C(=O)NC1c1ccc(-c2ccccc2)cc1 (configuration not stated),7.7,11[fluorescence artefact?],5,-1,-1,0,-8,x,-3
CCOC(=O)C1(Cc2cccc(OC)c2)CCN(Cc2ccc3c(c2)OCCO3)CC1,-2.3,-6,12,3,0,22,-9,-2,-11
Cc1ccc(NC(=S)Nc2ccc(S(=O)(=O)N3CCOCC3)cc2)cc1S(=O)(=O)N1CCOCC1,2.8,-9,-4,1,1,26,6,-22,29
CC(CCc1ccccc1)NCC(O)c1cccc([N+](=O)[O-])c1 (configuration not stated),-1.3,-10,8,-5,1,20,-7,-5,-11

# Screening results (PubChem)
